Source: PubChem BioAssay
PI4K2A block = inhibitors of human PI4K2A | purified PI4K2A, ADP-Glo luminescence, 1 h; hits give low values | activity change, negative = inhibition, % at 76.9 µM | hit rate 0.13% among 420,000 | AID 1346378; in the data active means activity change below about -50%; inconclusive means mostly about -30% to -49%;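 further: -100% = wells without enzyme as full effect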
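ADP-Glo luminescence measured ADP generated by PI4K2A enzyme (4 ug/mL before mixing) with 1.2 mM PI substrate (pre-mix) and 300 microM ATP (pre-mix). Tris pH7.5 buffer with MgCl2, Triton X-100; 1 h reaction at ambient temperature.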
Vif-A3F inh = Vif-A3F binding inhibition; Potency, µM (doses to about 46.1 µM), for inactives: at the top dose activity, negative = active; HeLa A3F-eYFP + Vif (tagged APOBEC3F with the HIV-1 protein that degrades it), YFP fluorescence increase; hit rate 0.2% among 390,000; further: potency means the concentration at half of the fitted maximal effect; % of control where 0% means no effect; nearly all actives have a fitted effect of over 65% in size
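Fluorescence increase (Ex 488/Em 500-530) after overnight compound treatment at 37 deg C flags inhibition of Vif-driven A3F-eYFP loss in stable HeLa A3F-eYFP/Vif cells seeded overnight beforehand.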
RXFP1 agonist = agonists of human relaxin receptor RXFP1; hit rate 0.3% among 370,000; Potency, µM (highest dose often 57.5 µM), for inactives: top-dose activation, most hits filed as activators; AID 2676; Q9HBX9; HEK293T-RXFP1 cAMP TR-FRET, 30 min; response scale: percent of porcine relaxin response, buffer zero; further: potency means the concentration at half of the fitted maximal effect; on the % scale 0 is the no-effect control and ±100 the full control effect; nearly all actives have a fitted effect of over 60% in size; many of its hits are not listed in these tables
Target sequence (Q9HBX9 whole entry, looked up): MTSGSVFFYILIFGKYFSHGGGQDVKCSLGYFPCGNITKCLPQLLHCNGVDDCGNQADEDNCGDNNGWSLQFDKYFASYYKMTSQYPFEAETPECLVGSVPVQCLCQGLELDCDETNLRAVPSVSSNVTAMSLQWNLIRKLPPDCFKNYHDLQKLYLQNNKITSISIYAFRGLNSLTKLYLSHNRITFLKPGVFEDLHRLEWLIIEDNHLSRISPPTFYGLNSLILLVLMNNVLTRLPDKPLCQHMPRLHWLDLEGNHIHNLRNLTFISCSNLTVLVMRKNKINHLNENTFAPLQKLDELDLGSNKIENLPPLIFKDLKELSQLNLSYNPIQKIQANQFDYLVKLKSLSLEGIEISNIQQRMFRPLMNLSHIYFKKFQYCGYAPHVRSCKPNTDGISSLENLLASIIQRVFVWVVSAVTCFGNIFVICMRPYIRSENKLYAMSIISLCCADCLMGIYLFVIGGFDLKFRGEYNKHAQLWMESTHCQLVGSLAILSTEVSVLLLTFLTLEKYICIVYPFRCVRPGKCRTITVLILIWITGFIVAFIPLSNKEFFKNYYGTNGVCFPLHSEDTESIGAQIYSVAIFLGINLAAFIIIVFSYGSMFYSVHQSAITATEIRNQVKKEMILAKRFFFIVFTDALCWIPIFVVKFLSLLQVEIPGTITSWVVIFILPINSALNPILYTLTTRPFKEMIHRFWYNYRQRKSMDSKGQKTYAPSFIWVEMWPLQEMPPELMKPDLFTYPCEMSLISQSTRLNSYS
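cAMP rise read by TR-FRET after 30 min, 37C compound exposure (up to 58 uM) in RXFP1-transfected HEK293 cells with Ro 20174 present. EC50 from Hill-equation fits, with 29 nM porcine relaxin as 100% and buffer as basal.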
USP1 inh = blocks the human USP1/UAF1 deubiquitinase complex. Potency, µM (top dose mostly 57.1 µM), for the others: at the top dose activity change, negative = inhibition, usual class: inhibitors. O94782. hit rate 0.23% among 390,000. recombinant USP1/UAF1, Ub-Rhodamine cleavage fluorescence; further: potency means the concentration at half of the fitted maximal effect; on the % scale 0 is the no-effect control and ±100 the full control effect; nearly all actives have a fitted effect of over 60% in size; inactives centre near -12
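High-throughput fluorogenic screen: 1nM USP1/UAF1 complex, Ub-Rho substrate 150nM final, 50mM HEPES pH 7.8 with 0.5mM EDTA, 0.1 mg/ml BSA, 1mM TCEP and 0.01% Tween-20.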
Vif-A3G inh = inhibitors of Vif-APOBEC3G interaction; Q9HC16; HeLa A3G-eYFP + Vif (tagged APOBEC3G with the HIV-1 protein that degrades it), YFP fluorescence, overnight; Potency, µM (series often up to 46.1 µM), without a hit: top-dose activity, negative = active, hits mostly inhibitors; hit rate 0.076% among 410,000;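 further: potency means the concentration at half of the fitted maximal effect; on the % scale 0 is the no-effect control and ±100 the full control effect; nearly all actives have a fitted effect of over 60% in size; hits raise eYFP signal because A3G escapes Vif-driven loss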
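HeLa cells stably expressing Vif and C-terminally eYFP-tagged A3G, seeded overnight at 37 deg C, then exposed to compound by pintool overnight at 37 deg C. Rise in yellow fluorescence (Ex 488/Em 500-530, Acumen) marks blocked Vif-driven A3G degradation.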
TrxR1 substrate = substrates of rat thioredoxin reductase 1 | O89049 | purified TrxR1 substrate turnover, NADPH consumption readout | Potency, µM (series often up to 114 µM), for inactives: at the highest dose activity change, negative = substrate turnover | hit rate 0.01% among 390,000 | AID 588456; further: potency means the concentration at half of the fitted maximal effect; on the % scale 0 is the no-effect control and ±100 the full control effect; nearly all actives have a fitted effect of over 50% in size
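Rat TrxR1, dispensed at 90 nM, was prereduced with 400 uM NADPH (final) for 5 min at ~22 deg C, then incubated with compound 15 min before 400 uM selenite. A first-read NADPH fluorescence drop versus no-compound background flagged substrates.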
Glioma ERSR ind = inducers of ER stress response in human glioma cells; U87-MG GRP78 promoter luciferase reporter, 16 h; Potency, µM, for the others: at the top dose activation, most hits filed as activators; hit rate 0.02% among 420,000; AID 602332; further: potency means the concentration at half of the fitted maximal effect; series mostly up to about 76 µM; % of control where 0% means no effect; nearly all actives have a fitted effect of over 35% in size
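Stably transfected U87-MG glioma cells carrying a GRP78-based luciferase sensor; 16 h compound incubation. Luminescence end-point read 10 min after Bright-Glo addition at room temperature.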
mIDH1 inhibitor = human IDH1 R132H inhibition; O75874; Potency, µM (highest dose often 76.6 µM), for the others: top-dose activity change, negative = inhibition, usual class: inhibitors; IDH1-R132H enzyme, NADPH consumption, diaphorase/resazurin fluorescence; AID 602179; hit rate 0.093% among 390,000; further: potency means the concentration at half of the fitted maximal effect; on the % scale 0 is the no-effect control and ±100 the full control effect; nearly all actives have a fitted effect of over 65% in size
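IDH1-R132H (0.5 ug/mL dispensed) in pH 7.5 Tris buffer was preincubated 30 min with compound, then given a substrate mix of 0.016 mM NADPH and 2 mM alpha-KG for 80 min at room temperature; remaining NADPH was read by diaphorase/resazurin fluorescence.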
LDHA block = inhibitors of human lactate dehydrogenase A | P00338 | purified LDHA, NADH/diaphorase-resazurin fluorescence; hits give low values | activity change, % (values are at about 110 or 230 µM) | hit rate 0.15% among 480,000 | AID 1347041; in the data active means activity change below about -30%; inconclusive means mostly about -25% to -30%;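 further: plate controls were DMSO wells for no effect and wells without enzyme for full effect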
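Resorufin fluorescence (ex540/em590), read at 0 and 20 min after diaphorase/resazurin addition, reports the NADH left after a 5 min room-temperature reaction of 2 nM human LDH5 with 0.06 mM NADH and 0.2 mM pyruvate.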
* hit, by the source's call; ? = inconclusive; . = not tested or not shown; & = joins results of further samples; [ ] = dose if it differs, or a comment. Unless noted, the call rests on the fitted dose curve; in most records, active means well fitted curve in the direction sought with a large enough effect; inconclusive means small, poorly fitted or top-dose-only effect, or another doubt; inactive means no such curve, though single readings can be large; an effect the other way counts as inactive or inconclusive. An excerpt; count on the stated rates, not on these rows.

Order of values: PI4K2A block	Vif-A3F inh	RXFP1 agonist	USP1 inh	Vif-A3G inh	TrxR1 substrate	Glioma ERSR ind	mIDH1 inhibitor	LDHA block
1) CSC(=NC#N)N1CCN(c2ccccc2)CC1
 : 11	-3%	3.0%	-17%	0%	11%	-4%	0%	-5
2) Cc1cccc(-n2ncc(Cl)c(Cl)c2=O)c1
 : 11	1%	8.0%	-20%	?	8%	-14%	4%	-1
3) CCN(CC)C1CCN(C(=O)c2ccc(OC3CCN(CCc4ccccc4)CC3)cc2)C1 (centres undefined)
 : -3	3%	1.3%	-8%	-6%	5%	-4%	10%	1
4) O=c1[nH]c2ccccc2cc1-c1nnn(-c2ccc(Cl)c(Cl)c2)n1
 : 2	2%	.	-11%	1%	3%	-3%	6%	1
5) Cc1ccc2c(c1)C1CN(C)CCC1N2S(=O)(=O)c1cccc(C(F)(F)F)c1 (centres undefined)
 : 7	-3%	0.2%	-17%	1%	-3%	-3%	-7%	-1
6) CCOC(=O)CC(NC(=O)Cn1nnc(-c2ccc(C(F)(F)F)cc2)n1)c1ccccc1Cl (centres undefined)
 : 5	-2%	-2.1%	-17%	-5%	-5%	-4%	-10%	-2
7) COc1cccc(NC(=O)C2=COCCO2)c1
 : -5	-13%	1.0%	-2%	-2%	0%	8%	1%	-1
8) COc1cccc(-c2cc(NC=O)c3ncc(-c4ccc(OC)c(OC)c4)n3c2)c1
 : -1	.	.	.	?	.	-8%	.	-6
9) O=C(Nc1ccc2c(c1)OCCO2)c1ccc(Cl)c([N+](=O)[O-])c1
 : 4	2%	1.2%	-3%	0%	-17%	5%	8%	-6
10) COc1ccc(NC(=O)CSCc2cc(=O)n3ccsc3n2)cc1
 : 5	-1%	2.0%	-12%	-1%	-4%	-6%	-13%	-2
11) CC1CN(CC(=O)NC(C)c2ccccc2)CC(C)O1 (centres undefined)
 : 2	-2%	2.3%	-1%	1%	-7%	-6%	-1%	-2
12) Cc1cccnc1NC(=O)CCCNC(=O)c1ccc(Cl)cc1
 : 1	9%	1.2%	-19%	3%	3%	-4%	4%	-3
13) O=C(CNC(=O)c1ccc(Br)cc1)N=Nc1c(O)[nH]c2ccc([N+](=O)[O-])cc12
 : 7	-17%	2.9%	-26%	2%	0%	-4%	1%	8
14) O=C(CCN1C(=O)/C(=C/c2ccc(F)cc2)SC1=S)NCCc1cnc[nH]1
 : -3	0%	0.1%	-26%	-3%	-4%	11%	-12%	0
15) O=C(Nc1cccc2ccccc12)c1cccc(F)c1
 : 3	-2%	0.1%	?	-3%	7%	10%	0%	8
16) CC1=C(C(=O)N2CCOCC2)CC(CC(=O)NCCCCc2ccccc2)C(=O)N1CCC1=CCCCC1 (centres undefined)
 : -4	-1%	.	8%	0%	.	0%	6%	-1
17) O=C(Nc1ccc2oc(-c3ccc4ccccc4c3)nc2c1)c1cccs1
 : -6	?	2.2%	-7%	-16%	39%[activator][57.1 µM]	2%	1%	-3&-1
18) Cc1ccc(NC(=O)CN(C)C(=O)COC(=O)C(C)(C)Oc2ccc(Cl)cc2)cc1
 : -5	-4%	1.6%	-3%	-4%	-3%	-4%	7%	1
19) CCOCCCNC(=O)c1c(NC(=O)c2cc(=O)c3cc(C)c(C)cc3o2)sc2c1CCC2
 : -1	3%	0.1%	13%	-1%	11%	-3%	5%	4
20) Cc1cccc(OCC(=O)NNC(=O)CCN2CCN(c3ccccc3)CC2)c1C
 : -5	4%	.	9%	-4%	-6%[2.29 µM]	-5%	-2%	-4
21) Cc1cccc(CCNC(=O)c2ccc3c(c2)nc2n3CCC(C)C2)c1 (centres undefined)
 : 3	1%	9.0%	-1%	0%	-3%[57.1 µM]	-1%	-3%	1
22) O=C(Cn1nc(C(=O)O)c2ccccc2c1=O)Nc1cc(C(F)(F)F)ccc1-n1cncn1
 : 0	4%	4.3%	-20%	0%	3%	-1%	-6%	0
23) COc1ccc(Cl)cc1NC(=O)NNC(=O)c1ccccn1
 : -1	0%	0.3%	-13%	0%	1%	-4%	-13%	3
24) CC1(C)CC(=O)C=C(Nc2ccc(C(=O)O)cc2)C1
 : -11	1%	0.2%	0%	-4%	-14%	3%	0%	-3
25) CCCCn1c(=NC(C)=O)c(C#N)cc2c(=O)n3cccc(C)c3nc21
 : 9	2%	.	-6%	-5%	359%[activator]	-4%	-6%	-3
26) O=C(Cn1c(-c2cccs2)cc2ccccc21)NCc1ccccc1Br
 : 2	0%	1.4%	3%	-2%	24%	-5%	-9%	-8
27) CC(C)(C)C1CCC2(CC1)C(Nc1cccc(C(F)(F)F)c1)=NC(=S)N2CC#N (centres undefined)
 : -10	-2%	1.5%	-19%	3%	9%	-6%	-7%	-5
28) O=C1CC(NC(=O)c2ccc(Cl)cc2)C(=O)N1 (centres undefined)
 : -1	0%	-1.2%	-21%	1%	9%	-1%	0%	-2
29) CC(=O)c1ccc(N2CCN(C(=O)c3ccc(OCc4c(C)noc4C)cc3)CC2)cc1
 : 4	1%	0.5%	0%	1%	-10%	-2%	2%	-2
30) O=C(CNc1ccc2c(c1)OCO2)N/N=C\c1cn(Cc2ccccc2)c2ccccc12
 : 1	0%	3.0%	-21%	-8%	-11%	-3%	10%	4
31) Cc1ccc(CCNC(=O)c2ccc3c(c2)N(Cc2cc(C)ccc2C)C(=O)c2ccccc2S3=O)cc1 (centres undefined)
 : 4	7%	1.0%	-8%	4%	-1%	-3%	-5%	-7
32) O=C(NCc1ccc(Cl)cc1)c1ccc2c(c1)N(Cc1ccccc1F)C(=O)c1ccccc1S2=O (centres undefined)
 : 4	0%	3.9%	-23%	1%	6%	-1%	19%	1
33) Clc1ccc(CNCC2CCCO2)c(Cl)c1 (centres undefined)
 : 0	9%	.	-8%	-1%	1%	-1%	-4%	-4
34) CC1(C)Cc2c(sc3nc(SCC(=O)NCc4ccccc4)n(-c4ccccc4)c(=O)c23)CS1
 : -6	-8%	1.9%	-12%	0%	1%	1%	8%	-6
35) NCC(c1ccco1)c1c[nH]c2ccccc12 (centres undefined)
 : 0	-6%	2.2%	-25%	1%	-1%	-3%	0%	-1
36) CCc1ccc(-c2ccc3nnc(SCC(=O)NCC4CCCO4)n3n2)cc1 (centres undefined)
 : -1	4%	26%	-18%	-16%	20%[57.1 µM]	0%	5%	5
37) CCN1CCC2(CC1)N=C(c1ccc(F)cc1)C(=S)N2C(=O)c1ccc(C(C)(C)C)cc1
 : -10	1%	-0.7%	-2%	1%	4%[57.1 µM]	1%	0%	-1
38) NC(=O)Nc1ccc(C(=O)N2CCN(S(=O)(=O)Cc3ccccc3)CC2)cc1
 : -6	-2%	1.6%	-20%	3%	23%	-5%	6%	1
39) Cc1ccc(SCc2nc3ccccc3n2CC(=O)Nc2ccc(Cl)cc2)cc1
 : -2	-7%	2.6%	-12%	-6%	7%[57.1 µM]	-1%	8%	-7
40) COc1cc(CCCN2C(=S)NC[C@@H]2CCCCN)cc(OC)c1OC
 : 6	-5%	-0.2%	-22%	-1%	-2%	-4%	-5%[38.3 µM]	-3
41) COC(=O)c1c(C(=O)OC)c(-c2ccccc2)n2c1CS(=O)(=O)C2
 : 6	0%	2.4%	3%	1%	-10%	0%	5%	-6
42) O=C(O)c1ccccc1NC(=O)N1c2ccccc2Sc2ccccc21
 : 0	2%	-0.9%	-14%	-3%	63%[activator]	1%	0%	1
43) Cc1ccc(S(=O)(=O)N2CCN(c3ccc(C(=O)N4CCOCC4)cc3[N+](=O)[O-])CC2)cc1
 : 1	0%	0.0%	-9%	-6%	-14%	0%	5%	-10
44) Nc1ccc(Br)cc1Br
 : 0	2%	-2.0%	-19%	-6%	-1%[57.1 µM]	-1%	4%	0
45) O=S(=O)(Nc1ncccn1)c1cc(Cl)ccc1Cl
 : 3	?	1.4%	-9%	-1%	6%[57.1 µM]	-4%	5%	1
46) CCc1nnc(NC(=O)c2ccc(-c3ccccc3F)o2)s1
 : 3	-9%	4.5%	-24%	-1%	8%[57.1 µM]	1%	-4%	-12
47) COc1cccc2c(C)cc(N3CCCCCC3)nc12
 : -4	-4%	1.1%	4%	2%	14%	-3%	11%	-4
48) CCNC(=O)N(CCOC)CC1CCCN(C2Cc3ccccc3C2)C1 (centres undefined)
 : 22	5%	-3.7%	-13%	-2%	0%	-4%	-2%	-2
49) CN(CC(=O)Nc1c(Cl)cccc1Cl)C(=O)CC1Sc2ccccc2NC1=O (centres undefined)
 : 2	7%	0.0%	-17%	4%	8%	3%	3%	-1
50) COC(=O)c1sc2ccccc2c1NC(=O)c1cccs1
 : -3	1%	9.7%	-24%	1%	4%	-3%	0%	-7
51) COc1ccc(C(=O)COC(=O)c2ccco2)cc1
 : -23	-2%	2.4%	-22%	1%	-8%	-5%	5%	-4
52) Cc1cccc(N2CCN(c3nc(C)cc(C)c3C#N)CC2C)c1 (centres undefined)
 : -8	-7%	0.3%	-14%	0%	2%	-4%	9%	-2
53) CCCC(=O)Nc1ccc2c(c1)C(=O)NC2=O
 : 1	0%	3.5%	-28%	6%	71%[activator]	-3%	-8%	-7
54) CCC(C)NC(=O)C1CCC(CNS(=O)(=O)c2ccccc2)CC1 (centres undefined)
 : 1	2%	3.6%	-2%	-8%	-5%	-3%	-4%	-2
